# HEK293 NFkB inh: inhibitors of PMA/ionomycin-induced NF-kB reporter, primary screen, antigen receptor NF-kB inhibitor project, cell-based, HEK-293 luciferase reporter, luminescence; HEK-293 NF-kB luciferase reporter; inhibition, % at 3 µM; 62,000 compounds, 0.21% hits; AID 465, 2006;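 active = inhibition above the mean of all tested compounds plus 3 SD, cut at about 40% in these data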;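 also: 0% = stimulated DMSO wells and 100% = 10 µM reference inhibitor 5653914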
#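 System: NF-kB luciferase reporter HEK-293 cells | Replication: Single test | Control set: DMSO vs reference inhibitor | Evaluation: % inhibition | Schedule: 1 h pretreatment, 16 h stimulation, 37 °C | Probe or stimulus: PMA with ionomycin | Compound dosing: One dose, 3 µM | Detection: Luciferase luminescence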
# Jurkat viability: cytotoxicity toward Jurkat T cells, primary screen, cytotoxicity control, cell-based, Jurkat E6.1, 60K MLSMR library | Jurkat E6.1 viability, ATP luminescence, 48 h | inhibition, % at 4 µM | 56,000 compounds, 1.2% hits;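 active = inhibition above the mean inhibition of all tested compounds plus 3 SD, cut at about 28% in these data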
# TNAP act mid DEA: human TNAP enzyme activators, primary screen, biochemical, luminescent, intermediate phosphate acceptor level. 64,000 tested, under 10 active. purified TNAP, CDP-star luminescence, 100 mM DEA, 30 min; active compounds read high; scale: 0 levamisole-inhibited, 1 vehicle-only enzyme. Alkaline phosphatase, tissue-nonspecific isozyme (Homo sapiens), P05186. activation factor at 20 µM. AID 813, 2007;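 active = activation factor of at least 2 at 20 µM, relative to controls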
# M1 antagonist: antagonists of rat M1 muscarinic receptor | Muscarinic acetylcholine receptor M1 (Rattus norvegicus), P08482 | CHO-M1 cells, Fluo-4 calcium, ACh EC80 antagonist mode; active compounds read low | B-score at 10 µM | 64,000 compounds, 3.4% hits;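 active = calcium fluorescence response, raw or row-and-column corrected B-score, differing from the plate sample mean either way at a set confidence level, mostly lower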
# Target sequence (P08482 whole entry, looked up): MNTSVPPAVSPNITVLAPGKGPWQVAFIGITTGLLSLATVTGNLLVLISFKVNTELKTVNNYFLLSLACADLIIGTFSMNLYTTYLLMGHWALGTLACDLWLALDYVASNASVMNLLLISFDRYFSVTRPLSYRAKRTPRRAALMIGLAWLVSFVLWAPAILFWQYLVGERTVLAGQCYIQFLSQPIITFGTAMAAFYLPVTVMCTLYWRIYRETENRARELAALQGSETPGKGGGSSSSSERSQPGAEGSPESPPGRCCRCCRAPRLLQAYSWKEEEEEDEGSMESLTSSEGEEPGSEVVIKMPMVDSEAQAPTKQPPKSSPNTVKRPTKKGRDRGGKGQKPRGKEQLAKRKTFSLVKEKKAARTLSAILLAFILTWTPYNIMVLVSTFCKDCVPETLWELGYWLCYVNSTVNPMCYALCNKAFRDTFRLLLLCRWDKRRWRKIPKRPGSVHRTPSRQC
# D1 allo mod: D1 CRE-luciferase signal change, two-sided – cell-based, HEK293 D1, dopamine EC30, D1 allosteric modulator project, primary screen | dopamine EC30 potentiation; actives deviate in either direction | B-score at 10 µM | 58,000 compounds, 5.9% hits | AID 641, 2007;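 active = luminescence count or its row- and column-corrected plate score outside the 99.7% band of the plate's sample wells, on either side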
# M1 ag: M1 muscarinic receptor agonists, primary screen, CHO-M1 cells, Fluo-4 calcium, agonist mode; Muscarinic acetylcholine receptor M1; Fluo-4 calcium fluorescence; active compounds read high; B-score at 10 µM; 64,000 compounds, 3% hits; AID 626, 2007;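 active = fluorescence rise, raw or as B-score row- and column-corrected plate score, outside the 99.7% band of its plate's samples, either direction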
# NADH coupling: inhibitors of PK/LDH coupling enzymes, profiling panel, artefact control, biochemical, MLSMR library. coupled PK/LDH NADH assays, four targets. IC50, µM (series often up to 10 µM), for inactives: at the top dose inhibition. 65,000 compounds, 0.02% hits. AID 774, 2007;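 active = single-dose screening hits from any of four coupled enzyme assays that gave an IC50 when retested across doses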;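 also: the DPM-DC format reads NADH fluorescence rather than 340 nm absorbance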
# SF-1 act: activators of human SF-1, primary screen, cell-based, CHO-K1, Gal4-SF-1 LBD, luciferase luminescence | activation, % at 10 µM | CHO-K1 Gal4-SF-1 LBD luciferase reporter; % increase over DMSO SF-1-specific signal | 65,000 compounds, 1.9% hits | AID 522, 2006 | Steroidogenic factor 1 (Homo sapiens), Q13285;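 active = activation above the mean activation of all tested compounds plus 3 SD, cut at about 50% in these data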
# Target sequence (Q13285 whole entry, looked up, the tested form may be a part): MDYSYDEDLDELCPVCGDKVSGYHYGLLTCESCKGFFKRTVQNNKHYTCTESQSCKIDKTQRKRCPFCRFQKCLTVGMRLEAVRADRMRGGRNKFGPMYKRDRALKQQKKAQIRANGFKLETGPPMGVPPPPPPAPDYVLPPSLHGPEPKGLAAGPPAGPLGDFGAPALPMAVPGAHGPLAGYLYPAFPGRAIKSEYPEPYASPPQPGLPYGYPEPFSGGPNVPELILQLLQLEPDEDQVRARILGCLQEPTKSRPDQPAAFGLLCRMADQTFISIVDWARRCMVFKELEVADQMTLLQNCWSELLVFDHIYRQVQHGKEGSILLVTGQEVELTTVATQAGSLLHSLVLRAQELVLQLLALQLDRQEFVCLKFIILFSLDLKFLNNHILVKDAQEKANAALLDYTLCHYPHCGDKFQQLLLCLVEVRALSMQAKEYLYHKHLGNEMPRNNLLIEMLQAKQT
#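 Test system: transient Gal4-SF-1 LBD reporter, CHO-K1; Amount: 4,000 CHO-K1 cells per well; Doses: 10 µM only; Timing: compound exposure 20 h at 37 °C; Signal: luciferase light emission; Read-out basis: percent activation relative to DMSO median and mock-transfected background; Control set: DMSO negative control and −SF1 background wells; Replicates: one test per compound.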
# Ecoli tolC: growth inhibitors of E. coli tolC mutant, primary screen, strain BW25113 ΔtolC::kan, 384-well. growth inhibition, % at 10 µM (by protocol). 65,000 compounds, 2.2% hits. OD615. AID 573, 2007;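 active = growth inhibition at or above a cutoff equal to the mean over every tested compound plus 3 SD, cut at about 60% in these data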;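 also: growth measured after 20 h incubation at 37 °C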
#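 Test system: E. coli BW25113 ΔtolC::kan bacteria; incubation: 37 °C, 20 h exposure; medium: LB broth supplemented with 50 µg/mL kanamycin; read-out basis: percent growth inhibition; signal: A615 absorbance measurement; compound: 10 µM final, single dose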
# * hit, by the source's call; · = not tested or not shown; [ ] = remark or other dose. No enrichment for hits. About 15% of those tested had a hit in this group.
SMILES,HEK293 NFkB inh,Jurkat viability,TNAP act mid DEA,M1 antagonist,D1 allo mod,M1 ag,NADH coupling,SF-1 act,Ecoli tolC
Cc1cccc(NC(=O)CSc2nnc(-c3ccccc3)n2N)c1C,8,·,1,-0.8,0.19,1.1,5%,4,-6
COc1ccc(Oc2c(C)oc3c(CN(C)C)c(O)ccc3c2=O)cc1,12,0,0.9,-7.5*,·,0.43,5%[fluoresces],0,-26
CCCn1c(=N)n(CC(=O)C(C)(C)C)c2ccccc21,6,-7,0.9,0.081,-0.88,0.29,4%,-1,8
CC(C)N1C(=O)CCC1C(=O)N1CCC(Cc2ccccc2)CC1 (configuration not stated),11,0,1,0.34,0,-0.14,6%,-4,-8
O=C(NCCN=C1NS(=O)(=O)c2ccccc21)c1ccc(S(=O)(=O)N2CCOCC2)cc1,11,-4,1,0,-0.85,0.23,4%,5,-9
COC(=O)c1ccccc1NC(=O)Cn1c(-c2nonc2N)nc2ccccc21,34,61*,1,-0.27,2.7,0.63,3%,-42,-8
COc1cccc(NC(=O)C(C#N)Cc2ccncc2)c1 (configuration not stated),12,-4,0.9,0.68,1.3,-0.16,3%,-7,-11
CCn1c(N)c(C(=O)NCc2cccnc2)sc1=S,4,-3,0.9,0.3,-1.2,-0.61,6%,-3,-12
Cc1cc(NC(=O)CSc2nc3c(c(=O)n2-c2ccc(Br)cc2)SCC3)no1,15,2,·,-0.65,-1.3,-0.27,5%,-5,-26
Clc1ccc(OCc2nc(-c3ccccn3)no2)c(Br)c1,-72,0,0.8,-0.004,-6.9*,-0.0069,2%,-23,14
O=C(CSc1nnnn1-c1ccccc1)N1CCc2ccccc21,15,-1,0.9,0.37,-0.89,0.073,3%,0,-4
Cc1ccc(-c2noc(CCC(=O)NCc3ccc4c(c3)OCO4)n2)cc1,-7,2,0.8,-0.23,0.5,-0.59,6%,-12,-12
CC(C)CCOP(=O)(c1ccc(N(C)C)cc1)C(O)c1ccccn1 (configuration not stated),27,-4,1,-0.09,-0.048,0.9,6%,-4,12
Cc1ccccc1C(NC(N)=O)c1ccccc1 (configuration not stated),11,-2,1,-0.22,0.06,-0.21,3%,9,6
CC(C)OC(=O)CN1C(=O)C(C)(C)Oc2ccc(C(=O)NC(C)(C)C)cc21,13,0,0.9,0.061,·,0.66,7%,10,9
COc1cc(C(=O)NCC2CCCO2)ccc1OCc1c(C)noc1C (configuration not stated),26,·,0.9,0,·,0,2%,6,-9
Cc1ccc(-c2cc(C(=O)N3CCN(c4ncccn4)CC3)c3ccccc3n2)cc1,15,14,0.9,-1.8,-0.29,8.8*,6%,54*,11
O=C1OCCC1S(=O)(=O)c1ccc2ccccc2c1 (configuration not stated),4,-8,0.9,-0.84,-0.1,-0.36,0%,10,1
COc1ccc(-c2noc(-c3cccc(OC)c3OC)n2)cc1OC,-25,-4,0.9,-0.14,-0.71,1.2,2%,100*,-4
CN(c1ccc(OCc2nnc(-c3ccccc3)o2)cc1)S(=O)(=O)c1ccccc1,4,-2,0.9,0.25,-0.88,0.069,3%,-4,24
COc1ccccc1NC(=O)CSc1nnc(-c2ccc(C)cc2)o1,-41,3,0.9,0.15,·,1.2,3%,57*,-10
COc1ccc(CC(=O)N2CCN=C2SC)cc1,6,1,0.9,0.2,11*,0.78,1%,1,-5
Cc1ccc(S(=O)(=O)N2CCN(S(=O)(=O)N3CCCCC3)CC2)cc1,9,-7,1,1.3,0.044,-1.1,1%,-6,0
CCCS(=O)(=O)N1CCC(C(=O)NC2CCCC(C)C2C)CC1 (configuration not stated),3,4,0.9,0.16,0.31,-1.5,2%,11,-23
Cc1nc2n(n1)C(c1ccccc1)C1=C(CC(c3ccco3)CC1=O)N2 (configuration not stated),6,0,1,0.49,-0.31,-0.041,0%,2,-16
O=C(C1CCN(S(=O)(=O)c2cccc3nsnc23)CC1)N1CCc2ccccc2C1,3,-1,0.9,-0.44,-0.74,2.1,6%,2,-4
COCCSc1ccccc1C(=O)Nc1nccs1,12,2,0.9,-1.4,0.61,1.9,3%,-20,-8
CC(C)NC(=O)c1c(O)c2ccccc2[nH]c1=O,-6,0,1,0.31,0.0064,-1,5%,17,-10
CC(=O)C1=C(O)C(=O)N(CCN2CCOCC2)C1c1ccccc1 (configuration not stated),16,6,0.9,0.08,0.44,-0.69,3%,6,-11
CC(=O)N1CCN=C1SCc1cccc(C(F)(F)F)c1,26,7,1,0.65,4.9*,0.17,5%,-3,-12
CC1(C)CC(=O)c2cc(C(=O)N3CCCCC3)c(=O)n(-c3ccc(Cl)cc3)c2C1,4,-4,0.9,0.033,-0.21,-0.084,3%,-20,-15
COc1ccc(N2CCN(C(=O)C3CCN(S(=O)(=O)N4CCOCC4)CC3)CC2)cc1,15,16,1,0.19,-0.42,0.029,3%,-7,7
COc1cc(NS(=O)(=O)c2ccc(NC(C)=O)cc2)cc(OC)c1,15,37*,0.9,-1,-1.4,1.2,4%,-34,-8
Cc1cc(C)n2nc(Nc3ccccc3)cc2n1,-5,·,0.8,0.35,0.43,-0.67,6%,62*,-5
C=CCN1C(=O)C2C(C(=O)NC3CCCCC3)C3C=CC2(O3)C1C(=O)NC1CCCC1 (configuration not stated),-3,-5,1,0.029,0.25,0.073,5%,-2,-9
CC(=O)N=c1cccc(NC(C)=O)n1O,4,-3,1,0.21,0.29,-0.034,2%,0,-9
CCOCCCN(Cc1cc2cc(C)cc(C)c2[nH]c1=O)C(=O)N(CC)CC,0,1,0.9,0.17,0.37,0.15,2%,-5,16
O=C(NCCN1CCOCC1)c1cccc(S(=O)(=O)N2CCCCCC2)c1,13,-2,0.9,0.2,0.11,1.5,0%,-2,2
CCOC(=O)C(C)n1cnc2c(nnn2-c2ccc(C)cc2)c1=O (configuration not stated),-3,5,1,-1.7,-0.17,-0.098,6%,6,3
O=C(CN(Cc1ccco1)C(=O)Cn1nnc(-c2cccs2)n1)NCc1ccccc1,9,-3,0.9,·,-0.48,·,2%,3,20
COc1ccccc1NC(=O)CSc1nnc(Cn2nnc(-c3ccccc3)n2)n1-c1ccccc1,2,-2,0.9,0.62,·,2.1*,2%,-4,12
Nc1sc2c(c1C(=O)NC1CCS(=O)(=O)C1)CCC2 (configuration not stated),20,5,1,0.32,-1.5,-0.34,4%,-4,-4
O=c1c2ccccc2nc2n1CCS2,3,-5,0.9,0,-0.44,0,6%,-1,4
COc1ccc(NC(=O)CSc2nccn2-c2ccccc2)cc1,0,3,0.9,0.16,-0.15,-0.53,4%,20,-4
O=C(NCc1cccnc1)c1ccc(CS(=O)(=O)c2ccc(Cl)cc2)o1,5,19,0.9,-0.13,-1.5,-0.11,3%,7,-9

# 13 compounds from above, ordered by number of heavy atoms, descending:
SMILES,HEK293 NFkB inh,Jurkat viability,TNAP act mid DEA,M1 antagonist,D1 allo mod,M1 ag,NADH coupling,SF-1 act,Ecoli tolC
COc1ccccc1NC(=O)CSc1nnc(Cn2nnc(-c3ccccc3)n2)n1-c1ccccc1,2,-2,0.9,0.62,·,2.1*,2%,-4,12
COc1ccc(N2CCN(C(=O)C3CCN(S(=O)(=O)N4CCOCC4)CC3)CC2)cc1,15,16,1,0.19,-0.42,0.029,3%,-7,7
COC(=O)c1ccccc1NC(=O)Cn1c(-c2nonc2N)nc2ccccc21,34,61*,1,-0.27,2.7,0.63,3%,-42,-8
CCOCCCN(Cc1cc2cc(C)cc(C)c2[nH]c1=O)C(=O)N(CC)CC,0,1,0.9,0.17,0.37,0.15,2%,-5,16
O=C(NCCN1CCOCC1)c1cccc(S(=O)(=O)N2CCCCCC2)c1,13,-2,0.9,0.2,0.11,1.5,0%,-2,2
COc1cc(C(=O)NCC2CCCO2)ccc1OCc1c(C)noc1C (configuration not stated),26,·,0.9,0,·,0,2%,6,-9
Cc1ccc(S(=O)(=O)N2CCN(S(=O)(=O)N3CCCCC3)CC2)cc1,9,-7,1,1.3,0.044,-1.1,1%,-6,0
CC(=O)C1=C(O)C(=O)N(CCN2CCOCC2)C1c1ccccc1 (configuration not stated),16,6,0.9,0.08,0.44,-0.69,3%,6,-11
Clc1ccc(OCc2nc(-c3ccccn3)no2)c(Br)c1,-72,0,0.8,-0.004,-6.9*,-0.0069,2%,-23,14
CC(=O)N1CCN=C1SCc1cccc(C(F)(F)F)c1,26,7,1,0.65,4.9*,0.17,5%,-3,-12
Nc1sc2c(c1C(=O)NC1CCS(=O)(=O)C1)CCC2 (configuration not stated),20,5,1,0.32,-1.5,-0.34,4%,-4,-4
CC(=O)N=c1cccc(NC(C)=O)n1O,4,-3,1,0.21,0.29,-0.034,2%,0,-9
O=c1c2ccccc2nc2n1CCS2,3,-5,0.9,0,-0.44,0,6%,-1,4

# Remaining list, next part.
SMILES,HEK293 NFkB inh,Jurkat viability,TNAP act mid DEA,M1 antagonist,D1 allo mod,M1 ag,NADH coupling,SF-1 act,Ecoli tolC
Cc1cc(C)c2c(=O)n(CC(=O)N3CCC(N4CCCCC4)CC3)sc2n1,19,12,1,-2.4,0.21,-1.2,14%,-10,-11
CC1CCCC(NC(=O)COC(=O)c2ccc(S(=O)(=O)N3CCOCC3)cc2)C1C (configuration not stated),9,3,1,0.46,·,-0.12,6%,1,-12
CCOC(=O)c1nnn(-c2nonc2N)c1COc1cc(C)c(Cl)c(C)c1,-1,5,1,-0.51,-0.39,0.49,4%,-11,11
CC(C)CCNC(=O)CN(CC1CCCO1)C(=O)CCC(=O)Nc1nccs1 (configuration not stated),14,2,0.8,-0.13,·,-0.96,8%,-14,-18
CCN(CC(=O)NCc1cccs1)C(=O)c1cc(S(=O)(=O)N2CCOCC2)ccc1C,1,3,0.9,-1.1,-0.86,-0.0092,2%,4,0

# Compound activity: PubChem, several laboratories
